CAL PDZ FP-1: CAL PDZ peptide-binding inhibitors, primary screen, biochemical, fluorescence polarization, Cer-tagged CAL PDZ, HTS. Golgi-associated PDZ and coiled-coil motif-containing protein (Homo sapiens), Q9HD26. purified CAL PDZ, TMR-peptide fluorescence polarization, 1 h. inhibition, % at 20 µM. 330,000 compounds, 0.02% hits. AID 504414, 2011;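 active means highest replicate inhibition of at least 40%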;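 further: plate controls were DMSO neutral control wells for no effect and unlabeled competitor peptide control wells for full effect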
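Read-out basis: mP drop reported as inhibition | Assay system: Tagged CAL PDZ protein CerCALP, purified | Benchmarks: Unlabelled peptide for full inhibition, DMSO wells as neutral | Schedule: 1 h incubation at room temperature before polarization reading | Buffer or medium: Sodium phosphate/NaCl buffer pH 7.4 with TCEP, IgG, Thesit | Doses: Single point, 20 µM | Measured by: Fluorescence polarization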
Cardiac RTF inh: cardiac RTF calcium sensitivity inhibitors, primary screen, biochemical, IANBD-TnC fluorescence, EC70 calcium. IANBD-labeled cardiac RTF, Ca2+ fluorescence. 340,000 compounds, 0.12% hits. inhibition, % at 7.15 µM;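 active means inhibition above the mean inhibition of all tested compounds plus 3 SD, cut at about 17% in these data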;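 further: assay run at fixed EC70 calcium of 1.6 mM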
V-ATPase pHluor: regulators of yeast V-ATPase proton pumping, primary screen, pHLuorin cytosolic pH fluorescence | S. cerevisiae | response, % at 10 µM | 350,000 compounds, 0.37% hits | AID 504577, 2011; in the data active means response mostly above about 7.3%, no sharp cut-off; inactive means mostly below about 5.4%; further: actives read high; inactives centre near 0; some compounds called inactive have numbers as strong as hits
CAL PDZ FP-2: untagged CAL PDZ binding inhibitors, primary screen, biochemical, fluorescence polarization, HTS; Golgi-associated PDZ and coiled-coil motif-containing protein (Homo sapiens), Q9HD26; purified CAL PDZ, TMR-peptide fluorescence polarization, 1 h; inhibition, % at 24.9 µM; 300,000 compounds, 0.92% hits; AID 602252, 2012;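 active means mean inhibition of at least 30% with at least half of replicates also reaching 30%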;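 further: 0% = DMSO neutral control and 100% = excess unlabeled competitor peptide PRC23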
C-LANA FP: inhibitors of KSHV C-LANA binding to DNA, primary screen, biochemical, fluorescence polarization, FAM-LBS DNA, MBP-C-LANA, single point; Kaposi's sarcoma herpesvirus LANA C-terminal domain (residues 932-1162) DNA binding; inhibition, % at 9 µM; 340,000 compounds, 0.078% hits; AID 504423, 2011;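 active means highest replicate inhibition at or above 60% at 9 µM, even if other replicates fall short; inactive means all replicates below 60% inhibition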;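 further: 0% = neutral control wells and 100% = 4 µM acridine orange control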
DSG3 Ab inh: inhibitors of pemphigus antibody binding to DSG3, primary screen, biochemical, bead-based, flow cytometry, scFv-GFP; Desmoglein-3 (Homo sapiens), P32926; DSG3-coupled beads, scFv-anti-DSG3-GFP binding; active compounds read low; binding (percent of control), % at 10 µM; 310,000 compounds, 0.48% hits;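 active means binding more than 3 SD below its plate's average and above zero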;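 further: hits lower antibody fragment binding to DSG3; some compounds called inactive have numbers as strong as hits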
DAGLB inhibitor: DAGLB lipase inhibitors, primary screen, biochemical, fluorescence, HTS; Diacylglycerol lipase-beta (Homo sapiens), Q8NCG7; HEK293T DAGLB membrane lysate, EnzChek fluorogenic substrate; inhibition, % at 5.17 µM; 340,000 compounds, 0.059% hits; AID 504411, 2011; in the data active means inhibition above about 34%;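 further: 0% = enzyme with vehicle and 100% = wells lacking enzyme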
Target sequence (Q8NCG7 whole entry, looked up): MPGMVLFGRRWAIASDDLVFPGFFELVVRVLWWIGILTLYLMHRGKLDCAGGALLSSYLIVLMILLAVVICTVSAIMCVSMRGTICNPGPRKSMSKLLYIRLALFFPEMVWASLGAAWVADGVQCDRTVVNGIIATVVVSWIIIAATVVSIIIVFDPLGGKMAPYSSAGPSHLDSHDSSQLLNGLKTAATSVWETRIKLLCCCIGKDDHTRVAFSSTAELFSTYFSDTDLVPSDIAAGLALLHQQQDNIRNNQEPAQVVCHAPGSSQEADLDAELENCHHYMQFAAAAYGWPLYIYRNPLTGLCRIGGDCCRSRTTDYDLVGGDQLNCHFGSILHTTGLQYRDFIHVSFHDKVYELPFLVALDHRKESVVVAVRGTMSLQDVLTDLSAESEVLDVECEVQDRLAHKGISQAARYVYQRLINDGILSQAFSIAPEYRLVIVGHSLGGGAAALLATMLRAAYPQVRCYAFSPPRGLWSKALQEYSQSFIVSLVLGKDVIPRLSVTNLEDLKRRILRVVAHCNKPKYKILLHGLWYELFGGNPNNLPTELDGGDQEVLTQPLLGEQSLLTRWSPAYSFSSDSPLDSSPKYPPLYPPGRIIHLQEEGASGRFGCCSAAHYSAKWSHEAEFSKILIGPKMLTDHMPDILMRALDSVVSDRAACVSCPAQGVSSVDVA
Arrestin-AP2 inh: inhibitors of beta-arrestin/AP2 binding, primary screen, biochemical, GPCR trafficking, flow cytometry | beta-arrestin 1 C-terminal peptide binding to AP2 beta2-adaptin appendage (human) | FITC-arrestin peptide / GST-AP2 beads; AP2 beta2 appendage carries R879A mutation | inhibition, % at 10 µM | 340,000 compounds, 0.31% hits | AID 504490, 2011;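 active means inhibition above a set limit, near 3 SD of compounds lacking own fluorescence, cut at about 54% in these data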;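 further: plate controls were DMSO wells for no effect and 5 µM unlabelled arrestin peptide for full effect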
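system = GST-tagged AP2 beta2-adaptin appendage (R879A) on 4 µm glutathione beads | reagent = FITC-labelled arrestin peptide probe, 50 nM final | schedule = compound with beads 12 min RT, then probe 1 h RT | signal = HyperCyt-sampled flow cytometry, FL1 channel, ex 488/em 535 nm | read-out = percent response from loss of bead-bound FITC fluorescence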
NSD2 HMT inh: NSD2 histone methyltransferase inhibitors, primary screen, biochemical, AlphaScreen, single concentration, set 2; Histone-lysine N-methyltransferase NSD2 (Homo sapiens), O96028; NSD2 peptide methylation, 120 min; inhibition, % at 12.5 µM; 310,000 compounds, 0.54% hits; in the data active means inhibition above about 50%
Keap1 Nrf2 FP: Keap1-Nrf2 protein-protein interaction inhibitors, primary screen, biochemical, fluorescence polarization, single point; AID 504523, 2011; inhibition, % at 9.4 µM; Keap1 Kelch-Nrf2 peptide fluorescence polarization, 1536-well; 340,000 compounds, 0.15% hits; in the data active means inhibition above about 12%;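 further: human Keap1 Kelch domain with fluorescein labeled Nrf2 9mer peptide probe; 0% = neutral control wells and 100% = peptide positive control; higher means more block of Keap1 binding to Nrf2 peptide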
Numbers without * were called inactive; / = not tested or not shown; & = joins results of further samples. These rows are one share of the data; rates above refer to the full screens.

SMILES | CAL PDZ FP-1 | Cardiac RTF inh | V-ATPase pHluor | CAL PDZ FP-2 | C-LANA FP | DSG3 Ab inh | DAGLB inhibitor | Arrestin-AP2 inh | NSD2 HMT inh | Keap1 Nrf2 FP
Cc1cc(C)cc(NC(=O)C(c2ccccc2)N2CCN(CC(=O)NC3CC3)CC2)c1 (stereo not given) | -0.4 | -14 | 0 | -4 | -0.1 | / | 0 | -6 | 3 | -3
CN1C(=O)CC(N2CCN(C(c3ccccc3)c3ccccc3)CC2)C1=O (stereo not given) | 0.5 | -5 | 3 | -3 | 2.3 | 87 | 2 | -4 | 7 | 6
O=C(COC(=O)C1CCN(S(=O)(=O)c2c(Cl)cccc2Cl)CC1)NCc1ccco1 | -2.3 | -21 | 5 | 0 | -0.7 | 100 | 1 | 14 | 1 | -6
CCOC(=O)c1cc(NC(=O)Nc2ccc(Br)cc2)c(C)nc1C | -7.6 | -4 | 1 | -2 | -0.1 | 93 | -6 | 17 | -1 | 2
CCOCc1cc(=O)[nH]c(SC)n1 | -1.4 | 3 | 2 | 70* | 3.4 | 95 | -3 | -2 | -3 | -6
Cc1ccc2nc(-c3ccncc3)c(NC3CCCCC3)n2c1 | 0.0 | -1 | -3 | 3 | -0.1 | 104 | 1 | -19 | -2 | -4
COc1ccc(N2C(=O)CC(n3c(CCCCO)nc4ccccc43)C2=O)cc1 (stereo not given) | -0.1 | 1 | 4 | -1 | 0.1 | 90 | 1 | 26 | 0 | -2
CCCCN1C(=O)c2ccc(C(=O)OCC(=O)NCCc3ccc(S(N)(=O)=O)cc3)cc2C1=O | -0.5 | -1 | 1 | -3 | 1.8 | 118 | 1 | 37 | -2 | -1
CN1C2CCC1CC(N(CCc1ccccc1)C(=O)c1ccc(Cl)cc1)C2 (stereo not given) | -0.5 | -8 | 1 | 7 | -0.9 | 102 | -2 | -5 | 13 | 2
Cc1ccc(CN2CCc3c(OCc4ccc(F)cc4)cccc3C2=O)cc1 | -0.4 | -5 | 2 | 0 | -0.3 | 97 | -13 | -6 | 16 | 3
Cc1cnc(NC(=O)[C@H](C)N2C(=O)C3CCCCC3C2=O)s1 (stereo not given in full) | 0.7 | -5 | -5 | 8 | 5.3 | 113 | 0 | 11 | -2 | -5
Cc1ccc(-n2c(O)c(C=Nc3cc(C)on3)c3ccccc3c2=O)c(C)c1 | -1.8 | -19 | -3 | -7 | -0.6 | / | -2 | -6 | 0 | -1
Cc1cc(N2CCN(C(=O)c3ccco3)CC2)n2nc(C)nc2n1 | -3.7 | -10 | 2 | 1 | -4.9 | 107 | 0 | 6 | / | -1
O=c1[nH]cnc(O)c1N=Nc1ccccc1 | -0.7 | -10 | 2 | 8 | 2.7 | 94 | -1 | 0 | -1 | 2
COCCNCC1C(Oc2ccc(Cl)cc2)C(=O)N1c1ccccc1C (stereo not given) | 0.6 | -4 | -5 | -4 | -0.9 | 106 | -1 | -1 | -2 | 0
O=C(COc1ccccc1Cl)Nc1ccc(CN2CCOCC2)cc1 | -2.5 | 1 | 2 | 2 | -0.2 | 114 | -3 | -6 | 2 | -2
Cc1nc2nc[nH]n2c(=O)c1CCC(C)C | -0.7 | 10 | 2 | -2 | -0.2 | / | 0 | 10 | / | -3
CC(NC(N)=O)C(=O)Nc1ccc(Cl)c(S(=O)(=O)Nc2ccc(Br)cc2)c1 (stereo not given) | -2.8 | -3 | -2 | -2 | 0.7 | 121 | -1 | -11 | 0 | -6
O=C(Nc1nnc(CCN2CCCCC2)s1)c1ccc(Br)cc1 | 0.7 | -11 | -3 | 1 | -7.2 | 97 | 0 | 5 | 0 | 3
CCOC(=O)c1c(CN2CCOCC2)n(C)c2cc(Br)c(O)c(CN(C)C)c12 | -1.7&0.4 | -5&-3 | -4&2 | -5 | -0.7&-1.1 | 114&101 | 19&-3 | 13&14 | 4 | -3&-9
CCCN(CCC)CCCNC(=O)Cn1cnc2sc(C)c(S(=O)(=O)N3CCCCC3)c2c1=O | -3.1 | -27 | -4 | -1 | 1.6 | 116 | 0 | 0 | 7 | 2
C#CCOC(=O)C(NC(=O)c1ccccc1)=C(C)C | 0.1 | 0 | 2 | -4 | -0.7 | 106 | 1 | -4 | -3 | -1
Cc1cccc(OCC(=O)NNC(=O)c2ccc([N+](=O)[O-])cc2)c1 | -2.7 | -8 | -2 | 4 | -1.0 | 104 | 1 | -3 | 1 | -1
CC(OC(=O)/C=C/c1ccccc1)C(=O)Nc1ccc2c(c1)OCCO2 (stereo not given) | -0.6 | -7 | -2 | 27 | 0.6 | 98 | -2 | -9 | 0 | -3
Cc1onc(-c2ccccc2)c1C(=O)N1CCN(S(=O)(=O)c2ccccc2C(F)(F)F)CC1 | -0.7 | -13 | 4 | -2 | -1.8 | 100 | -1 | 4 | -3 | -1
O=C(OC1CCN(c2ncc(C(F)(F)F)cc2Cl)CC1)c1cccc(C(F)(F)F)c1 | -0.1 | 2 | -1 | -1 | 0.3 | 94 | -2 | 1 | -3 | 2
CS(=O)(=O)c1ccccc1-c1nnc(NC(=O)Cc2ccccc2)o1 | 0.7 | -5 | -2 | -1 | 12 | 94 | -2 | 4 | -1 | -3
Cc1c(C(=O)Nc2ccc3c4c(cccc24)CC3)cccc1[N+](=O)[O-] | 0.0 | -12 | 1 | 1 | 2.6 | 104 | -1 | 3 | -1 | -5
COc1ccc(CNc2nnnn2C)c(OC)c1 | -0.4 | -6 | -1 | -5 | -0.7 | 117 | -1 | -9 | -2 | -1
CCCC(=O)C1=C(SCC)CC(C)(C)C(C(=O)OC)C1=O (stereo not given) | 0.3 | 8 | -1 | -2 | -1.5 | 95 | 0 | 26 | 1 | 3
CCN(Cc1ccccc1)S(=O)(=O)c1csc(C(N)=O)c1 | -1.3 | 1 | -2 | -7 | -0.9 | / | 2 | 16 | -1 | 0
COCC(=O)Nc1cc(OC)cc(OC)c1 | -6.3 | -7 | 6 | / | -1.2 | / | 3 | 6 | 2 | -1
C/C(=N\OC(=O)c1c(-c2ccccc2Cl)noc1C)c1nccs1 | -2.0 | -1 | 6 | 2 | 1.1 | 105 | -1 | 1 | -1 | 2
CCCS(=O)(=O)c1c(S(=O)(=O)CCC)c2c(C)cccn2c1C(=O)OC | -3.3 | 2 | -1 | 0 | -0.5 | 95 | 0 | 10 | -4 | -5
CN(c1ccc([N+](=O)[O-])cc1/C=N/NC(=O)COc1ccccc1)C1CCCCC1 | 0.6 | -37 | -2 | -4 | 0.0 | 83 | 4 | 15 | -1 | 2
COc1cccc(NC(=O)COC(=O)C2CC(=O)N(c3ccc(C)cc3)C2)c1 (stereo not given) | 0.8 | -6 | -4 | 4 | -2.9 | 109 | 0 | 22 | / | -1
O=C(c1cc2ccccc2o1)N(C1CC1)C1(C(=O)Nc2ccccc2)CCCC1 | 6.8 | 0 | 1 | -1 | -0.1 | 97 | -9 | -21 | -2 | 3
Nc1ccc(N2CCCCC2)c(S(=O)(=O)Nc2ccccc2Cl)c1 | -0.4 | 1 | 2 | 1 | -0.3 | 103 | 2 | -1 | 4 | -3
O=C(CCC(=O)N(CC(=O)NC1CCCCC1)CC1CCCO1)Nc1nccs1 (stereo not given) | 0.1 | -3 | -1 | -1 | -1.0 | 101 | 1 | -1 | 4 | -1
Cc1ccc([C@@H]2CC=C(C(=O)O)[C@H](c3ccccc3F)N2S(=O)(=O)c2ccccc2C)cc1 | -0.4 | 2 | 0 | 2 | -0.6 | 101 | -2 | 0 | / | -5
CCOC(=O)N1CCC(NC(=O)c2ccccc2C(=O)O)CC1 | -0.1 | 4 | 4 | / | -1.0 | 115 | -2 | 1 | -3 | 4
C=CC[C@H](CC(=O)N(CCO)Cc1ccccc1)C(=O)N[C@H](COC(=O)[C@@H](CC=C)CC(=O)OC(C)(C)C)Cc1ccccc1 | 0.3 | -3 | 2 | -4 | -0.7 | 101 | -11 | 8 | / | -5
CCC(=O)n1nc(-c2ccc(Cl)cc2)nc1NCc1ccccc1 | -0.5 | -9 | -1 | / | 0.3 | 97 | -3 | 4 | / | -5
Cc1ccc(NC(=O)CCC(=O)N/N=C/c2cccs2)cc1C | -1.6 | 4 | 1 | -2 | 0.5 | 82 | 0 | -1 | 0 | 4
O=C(CCN1C(=O)/C(=C/c2ccccc2)SC1=S)N[C@@H](CO)Cc1ccccc1 | -1.9 | 3 | 6 | / | -0.1 | 103 | 7 | -11 | -3 | -4
COc1cc2c(cc1OC)CN(C(=S)Nc1ccc(C)cc1C)CC2 | -0.8 | -5 | -1 | -1 | 2.3 | 98 | 0 | -27 | 0 | 3
O=C(CN1C(=O)NC2(CCOc3ccccc32)C1=O)NCCc1ccccc1 (stereo not given) | -1.0 | -1 | 5 | / | 0.6 | 93 | 0 | 2 | -1 | -2
CCOc1ccccc1N(C)C(=O)Cn1ncc2c([nH]c3ccccc32)c1=O | -1.3 | -7 | 4 | -2 | -0.2 | 103 | -1 | 17 | -2 | -3
Cc1ccc2[nH]c(=O)c(CN(CCc3ccccc3)C(c3nnnn3Cc3ccco3)C(C)C)cc2c1 (stereo not given) | -0.5 | -10 | -2 | -3 | 0.2 | 98 | 6 | 1 | 9 | -21
CC(C)C[C@H](NC(=O)[C@@H]1Cc2ccccc2CN1C(=O)OC(C)(C)C)C(=O)NCC1CCC(C(=O)O)CC1 (stereo not given in full) | -1.9 | 0 | 0 | -5 | -0.9 | 93 | 2 | 6 | 0 | -1
NS(=O)(=O)c1ccc(NC(=O)CSC2CCCCC2)cc1 | -0.6 | -10 | 0 | -3 | 0.3 | / | -1 | -12 | -1 | -1
